Compound activity: PubChem, National Center for Advancing Translational Sciences (NCATS)
A549 viability – Nrf2 qHTS screen for inhibitors: counterscreen for cytotoxicity | A549 ARE-Fluc cells, CellTiter-Fluor viability, 18-24 h | Potency, µM (top dose mostly 46 µM), inactives show at the highest dose activity change, negative = cytotoxicity, usual class: inhibitors | 390,000 tested, 0.16% active; further: potency means the concentration at half of the fitted maximal effect; on the % scale 0 is the no-effect control and ±100 the full control effect
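A549 ARE_Fluc cells in 5% FBS OPTI-MEM were exposed to compounds in concentration-response for 18-24 h at 37 deg C. Viability was read by CellTiter-Fluor fluorescence (Ex 405/Em 525) after 30 min, before the luciferase read.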
Mm-Cpn inhibitor – Inhibitors of TCP-1 ring complex (TRiC) of Methanococcus maripaludis (MmCpn): qHTS; Potency, µM (highest dose often 76.9 µM), for inactives: top-dose activity, negative = inhibition, most hits filed as inhibitors; purified Mm-Cpn ATPase, ADP Transcreener TR-FRET; Chaperonin Mm-Cpn (Methanococcus maripaludis); 330,000 tested, 0.031% active; further: potency means the concentration at half of the fitted maximal effect; on the % scale 0 is the no-effect control and ±100 the full control effect; nearly all actives have a fitted effect of over 80% in size
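25 nM Mm-CPN + cpd, 10 min 37°C; + 10 uM ATP, 30 min 37°C; buffer 30 mM Tris pH 7.4, 100 mM KCl, 5 mM MgCl2, 1 mM DTT; Transcreener ADP HTRF detection 30 min RT.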
CCT chaperon mod – High-Throughput Screening for Modulators of Cytosolic Chaperonin Activity; activity change, % (no concentration beside the values), hits read low; purified chaperonin ATPase assay, HTRF ADP detection, 30 min; AID 651819, 2012; 360,000 tested, 0.3% active; in the data active means activity change below about -30%; further: on the % scale 0 is the no-effect control and ±100 the full control effect
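ATPase activity: ADP formed was measured by HTRF Transcreener (665/615 nm ratio) after 30 min at 37 deg C with 10 uM ATP. Compounds screened at one 76 uM concentration against 40 or 20 nM TRiC in Tris pH 7.4/KCl/MgCl2/DTT buffer.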
Nrf2 activator – qHTS of Nrf2 Activators; 410,000 tested, 0.31% active; AREc32 ARE-luciferase reporter (MCF7-derived line), luminescence, 24 h; Potency, µM (series often up to 46.1 µM), for inactives: at the highest dose activation, actives largely listed as activators; further: potency means the concentration at half of the fitted maximal effect; % of control where 0% means no effect; nearly all actives have a fitted effect of over 65% in size
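For detection, Steady-Glo was added and plates sat 30 min at RT; before that, AREc32_Fluc cells grown overnight in OPTI-MEM/5% FBS had been treated with 23 nL compound for 24 hr at 37 deg C.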
HepG2 viability – qHTS for Inhibitors of TGF-b: Cytotox Counterscreen. HepG2 CAGA-GFP viability, ATP luminescence, 18 h. Potency, µM (titrated, usually from 46.1 µM), for inactives: top-dose activity change, negative = cytotoxicity, actives largely listed as cytotoxic. 410,000 tested, 0.76% active; further: potency means the concentration at half of the fitted maximal effect; some results filed as inactive show a strong effect at the top dose
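CellTiter-Glo luminescence gave cytotoxicity after 18 hours at 37 degrees C. The cells were HepG2 CAGA-GFP in 1% FBS DMEM, stimulated with 500 pg/mL TGF-beta after compound addition. %Activity was normalised to no-cell wells (complete cell-killing) and DMSO (no toxicity), and curves were fitted and classified.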
pAkt inh – HTS Assay for Inhibitors of Akt Phophorylation: Primary Screen; Neuro2A IGF-stimulated pAkt S473 HTRF, 20 min; stronger effect = lower value; activity change, % for hits at 50 µM; 360,000 tested, 0.32% active; in the data active means activity change below about -80%; inconclusive means mostly about -51% to -80%; further: on the % scale 0 is the no-effect control and ±100 the full control effect
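Neuro2A cells in DMEM with 0.5% FBS, overnight at 37 deg C, given compound at single 50 µM final, then IGF (6 nM final) for 20 min at 37 deg C. Lysed; phospho-Akt Ser473 by HTRF after 24 h, 665/615 ratio.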
Nrf2 block – Nrf2 qHTS screen for inhibitors; A549 ARE-Fluc reporter, luciferase luminescence, 18-24 h; Potency, µM (doses to about 46 µM), for inactives: at the highest dose activity change, negative = inhibition, actives largely listed as inhibitors; 360,000 tested, 2.1% active; further: potency means the concentration at half of the fitted maximal effect; on the % scale 0 is the no-effect control and ±100 the full control effect; nearly all actives have a fitted effect of over 60% in size
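Two sequential reads on A549 ARE_Fluc cells exposed to compound for 18-24 h: a CellTiter-Fluor fluorescence read for viability, then a luciferase luminescence read for Nrf2/ARE activity.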
S2 tox – Viability Counterscreen for Primary qHTS for Inhibitors of ATXN expression | S2 cells (HEK-293 line with an ATXN2-luciferase reporter) viability, CellTiter-Fluor protease fluorescence, 24 h | Potency, µM (series often up to 56.7 µM), most hits filed as cytotoxic | 400,000 tested, 0.49% active | AID 651635, 2014; further: potency means the concentration at half of the fitted maximal effect; nearly all actives have a fitted effect of over 40% in size
TGFb SMAD3 inh – qHTS for Inhibitors of TGF-b | HepG2 CAGA-GFP TGF-b/SMAD3 reporter, GFP fluorescence, 18 h; TGF-beta stimulated, 500 pg/mL final | Potency, µM (highest dose often 46.1 µM), for inactives: at the top dose activity, negative = inhibition, actives largely listed as inhibitors | 410,000 tested, 1.2% active; further: potency means the concentration at half of the fitted maximal effect; on the % scale 0 is the no-effect control and ±100 the full control effect; nearly all actives have a fitted effect of over 65% in size
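Smad-responsive CAGA-GFP expression was quantified in HEPG2 cells exposed to compounds and 500 pg/mL final TGF-beta for 18 h at 37 degrees C; unstimulated wells defined full inhibition.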
The depositor's hits bear a star; i = inactive; ? = inconclusive; / = not tested or not shown; & = joins results of further samples; [ ] = another dose, or the depositor's remark. Unless noted, the call rests on the fitted dose curve; in most records, active means well fitted curve in the direction sought with a large enough effect; inconclusive means small, poorly fitted or top-dose-only effect, or another doubt; inactive means no such curve, though single readings can be large; an effect the other way counts as inactive or inconclusive.

SMILES	A549 viability	Mm-Cpn inhibitor	CCT chaperon mod	Nrf2 activator	HepG2 viability	pAkt inh	Nrf2 block	S2 tox	TGFb SMAD3 inh
CS(=O)(=O)c1cccc(-c2nnc(NC(=O)c3ccc(S(=O)(=O)N4CCCC4)cc3)o2)c1	-12.3%	0.9%	-3.8	-0.4%	8.6%	i	-15.0%	i	-0.6%
O=C1c2ccccc2C(O)(c2ccccc2)N1c1ccc([N+](=O)[O-])cc1Cl (centres undefined)	-5.8%	/	1.9	-1.0%	-28.9%	i	-8.8%	i	?
O=S(=O)(c1cc(Cl)cc(Cl)c1)N1CCCC1c1nc2ccccc2s1 (centres undefined)	-1.9%	-0.2%	0.8	-0.7%	-1.7%	i	-6.8%	i	9.4%
COc1cccc2c1Oc1nc(-c3ccccc3)nc(SCC(=O)Nc3ccccc3)c1C2	2.5%	/	/	8.5%	12.1%	/	0.4%	i	46.5%[activator]
COc1cc2c(cc1OC)CN(C(=O)c1ccc(S(=O)(=O)N(C)c3ccccc3)cc1)CC2	-4.9%	-1.0%	-2.0	6.0%	1.1%	i	?	i	-5.0%
Cc1cccc(-c2noc(-c3c(C)noc3C)n2)c1	0.1%	-2.9%	0.9	12.7%	-168.0%	i	?	i	0.0%
CCC1(c2ccc(F)cc2)NC(=O)N(CC(=O)Nc2cccc(S(=O)(=O)N3CCOCC3)c2)C1=O (centres undefined)	5.9%	/	1.6	3.0%	-22.0%	i	-24.0%	i	0.8%
O=c1c(Cl)c(N2CCN(c3ccc(F)cc3)CC2)cnn1C12CC3CC(CC(C3)C1)C2	-1.6%	1.3%	0.8	-1.0%	-1.5%	i	?	?	-5.9%
CCCCN(CC)Cc1c(O)ccc2c3c(c(=O)oc12)CCC3	-1.8%	-9.8%	0.2	-0.6%	3.0%	i	1.9%	i	-9.0%
CCN1CCN(Cc2nc(N)nc(Nc3ccc(C)c(C)c3)n2)CC1	13.3%	0.1%	-3.1	-0.3%	-8.3%	i	16.1%	i	-4.0%
CNC(=O)c1ccc(N(Cc2ccccc2C)S(C)(=O)=O)cc1	9.2%	0.9%	0.4	1.8%	2.3%	i	3.9%	i	-0.2%
COc1cccc(/C=C2\SC(N3CCC(C)CC3)=NC2=O)c1OC	3.5%	-3.4%	-0.6	9.8%	-16.2%	i	5.1%	i	-10.2%
O=C(C1CCC(CNS(=O)(=O)c2cccs2)CC1)N1CCCCC1 (centres undefined)	-0.5%	-1.3%	0.6	-0.1%	3.1%	i	/	i	-1.5%
Cc1cnc(C(=O)OCC(=O)NC(=O)c2ccccc2)cn1	-1.4%	1.2%	3.0	-0.3%	16.3%	i	-6.3%	i	8.3%
CC(NC(=O)CCN1C(=O)c2ccccc2C1=O)c1ccc2c(c1)CCCC2 (centres undefined)	7.7%	-1.9%	-1.6	0.1%	2.8%	i	-11.4%	i	13.1%
CC(CCc1ccccc1)NC(=O)CCNC(=O)Cn1ccc2ccccc2c1=O (centres undefined)	0.4%	0.2%	-3.5	-1.2%	3.8%	i	0.6%	i	2.2%
COc1ccc(C2c3[nH]c4ccccc4c3C[C@H]3C(=O)N(CCCO)CC(=O)N23)cc1OC (some centres undefined)	-4.6%	0.8%	-2.6	1.5%	2.6%	i	-6.2%	i	-3.2%
CCNC(=O)C(CCSC)NS(=O)(=O)c1ccc(C)cc1 (centres undefined)	2.1%	2.2%	2.6	-0.1%	-17.1%	i	5.7%	i	-5.7%
O=C(CSc1nnc(-c2cccc(F)c2)o1)NC1CCCC1	2.0%	-0.7%	-0.2	-0.1%	3.6%	i	0.8%	i	15.7%
COc1ccc(-c2nc3ccccc3c(=O)n2CCOc2ccc(C)cc2C)cc1	1.2%	1.4%	1.1	-0.3%	0.1%	i	?	i	-2.2%

Next part (5 carried over from the part before).
SMILES	A549 viability	Mm-Cpn inhibitor	CCT chaperon mod	Nrf2 activator	HepG2 viability	pAkt inh	Nrf2 block	S2 tox	TGFb SMAD3 inh
CC(CCc1ccccc1)NC(=O)CCNC(=O)Cn1ccc2ccccc2c1=O (centres undefined)	0.4%	0.2%	-3.5	-1.2%	3.8%	i	0.6%	i	2.2%
COc1ccc(C2c3[nH]c4ccccc4c3C[C@H]3C(=O)N(CCCO)CC(=O)N23)cc1OC (some centres undefined)	-4.6%	0.8%	-2.6	1.5%	2.6%	i	-6.2%	i	-3.2%
CCNC(=O)C(CCSC)NS(=O)(=O)c1ccc(C)cc1 (centres undefined)	2.1%	2.2%	2.6	-0.1%	-17.1%	i	5.7%	i	-5.7%
O=C(CSc1nnc(-c2cccc(F)c2)o1)NC1CCCC1	2.0%	-0.7%	-0.2	-0.1%	3.6%	i	0.8%	i	15.7%
COc1ccc(-c2nc3ccccc3c(=O)n2CCOc2ccc(C)cc2C)cc1	1.2%	1.4%	1.1	-0.3%	0.1%	i	?	i	-2.2%
COc1ccccc1NC(=O)c1nnn(CC(=O)Nc2cc(C)cc(C)c2)c1N	4.8%	-10.1%	0.4	0.1%	-11.9%	i	0.4%	i	-6.4%
O=C(CN1C(=O)COc2ccccc21)NCCCN1CCN(Cc2ccccc2)CC1	0.2%	-0.5%	-1.7	-0.5%	-58.7%	i	0.3%	i	-1.9%
O=C1NC(=S)N/C1=C/c1cccn1-c1ccc([N+](=O)[O-])cc1	?	-1.9%	-1.4	-0.2%	-42.9%	i	-3.4%	i	7.08µM*
Cc1ccc(S(=O)(=O)N2CCCCC2CCNC(=O)C(=O)NCC2CCCO2)cc1 (centres undefined)	0.3%	1.5%	0.9	-0.7%	3.9%	i	-19.9%	i	1.9%
COc1cc(NC(=O)COC(=O)C2CC2)c(C)cc1[N+](=O)[O-]	-4.9%	0.7%	-2.6	-0.7%	-10.9%	i	4.4%	i	0.4%
COc1cccc(CNC(=O)CN2C(=O)c3ccccc3S2(=O)=O)c1	0.0%	3.3%	0.5	-0.8%	5.3%	i	6.7%	i	3.9%
O=C(NC1CCCC1)c1ccc(COCC(F)(F)F)o1	-6.4%	0.8%	-1.7	-0.9%	0.0%	i	-1.3%	i	6.9%
O=S1(=O)CC(N2CCCCC2)CN1Cc1cn(Cc2ccc(C(F)(F)F)cc2)nn1 (centres undefined)	/	/	0.2	-0.9%	/	i	/	i	/
CN(C)C(=O)CCc1ccc2c3c([nH]c2c1)[C@]1(C)[C@@H](C(=O)N2CCOCC2)C[C@H](CC(=O)NCc2ccco2)C(=O)N1CC3	0.8%	-2.1%	-7.0	0.3%	-0.2%	i	1.2%	i	-1.9%
CCOC(=O)C(NC(=O)CC)(Nc1ccc(S(N)(=O)=O)cc1)C(F)(F)F (centres undefined)	2.1%	-2.0%	-1.4	0.0%	-3.3%	i	1.8%	i	-2.1%
COc1cccc(NC(=O)C2CCN(c3cc(C)nc4c(-c5ccc(Cl)cc5)c(C)nn34)CC2)c1	-1.1%	/	/	-0.9%	-0.1%	/	6.8%	i	11.5%
C/C(=N\NS(=O)(=O)c1ccc(Cl)cc1)c1ccc(NC(=O)c2ccco2)cc1	1.6%	0.8%	-3.6	0.3%	-3.2%	i	20.2%	i	3.5%
O=C(/C=C/c1ccccc1)NCCOc1ccccc1	16.9%	2.1%	0.8	2.5%[9.22 µM]	-10.7%	i	?	i	0.0%
CS(=O)(=O)Nc1cccc(C2=NN(S(C)(=O)=O)C(c3ccc4c(c3)OCO4)C2)c1 (centres undefined)	0.1%	-2.0%	-12.5	3.3%	-55.0%	i	12.0%	i	-12.1%
O=C1O[C@@H](c2ccccc2)C[C@@H](O)[C@H](O)CCc2ccccc21	/	/	2.2	-0.2%	/	i	/	i	/
Cc1noc(C)c1Cc1ccc(O)cc1	-0.4%	1.2%	-5.2	-0.5%	-3.3%	i	-9.5%	i	-4.7%
Cc1ccccc1-c1noc(C23CC4CC(CC(C4)C2)C3)n1	-4.5%	0.0%	-5.3	0.4%	-11.0%	/	31.4%	/	3.4%
CCCC(C)NC(=O)c1c2c(nc3ccccc13)CCC2 (centres undefined)	1.5%	-3.9%	2.0	-0.7%	0.6%	i	2.1%	i	-1.5%
COC(=O)C1CC(O)CN1C(=O)c1ccco1 (centres undefined)	-5.8%	0.2%	-2.1	-0.7%	16.4%	i	1.2%	i	-24.8%
COc1ccccc1CNc1nc(NCc2ccccc2OC)c2sccc2n1	/	/	-0.7	-1.1%	-52.0%	i	/	?	?
O=C(CN1CCN(c2ccccc2)CC1)Nc1ccc2c(c1)OCCO2	0.8%	-19.3%	-9.3	0.2%	41.5%	i	6.2%	i	-7.3%
CC(NC(=O)CCNS(=O)(=O)c1cccc2nsnc12)c1ccccc1 (centres undefined)	0.6%&0.7%	-1.3%	2.0	-1.0%&-0.9%	22.7%&-24.1%	i	6.9%	i	9.1%&-7.2%
CN(Cc1ccccc1)C(=O)CSc1nc2cc(C(=O)N3CCC(C(N)=O)CC3)ccc2c(=O)n1-c1ccccc1	1.9%	1.0%	0.1	-0.6%	-10.6%	i	4.7%	i	3.2%
CN(c1ccccc1)S(=O)(=O)c1ccc(Cl)c(C(=O)OCC(=O)N2CCOCC2)c1	0.6%	-4.1%	-1.4	0.0%	-2.6%	i	-7.4%	i	-0.9%
